TDP2 absorb: TDP2 (human) inhibition, absorbance primary screen. O95551. 370,000 compounds, 0.34% hits. recombinant TDP2, T5PNP hydrolysis, p-nitrophenol absorbance 415 nm. inhibition, % at 12.8 µM;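 active = inhibition above the mean of all tested compounds plus 3 SD, set per campaign, cut at about 25% in these data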;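 also: 0% = DMSO with enzyme and 100% = buffer with substrate but no TDP2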
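Read-out basis: percent inhibition. System: recombinant human TDP2. Buffer or medium: Mg2+-containing Tris-HCl buffer, pH 7.5. Repeats: single replicate. Timing: reaction 2 h, 37 °C. Benchmarks: high control without enzyme, low control DMSO plus TDP2. Probe or stimulus: 5 mM T5PNP. Doses: 12.8 µM only. Measured by: epi absorbance of p-nitrophenol freed from T5PNP by hydrolysis.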
KLK7 zymogen act: proKLK7 (human) activation, primary screen; P49862; purified proKLK7, EDANS-DABCYL substrate fluorescence; 100% is mature enzyme control, 0% vehicle; activation, % at 7 µM; 370,000 compounds, 0.9% hits;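 active = activation above the mean of all tested compounds plus 3 SD, computed per campaign excluding outliers beyond control limits, cut at about 13% in these data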
LEDGF integ inh: blocks HIV-1 LEDGF/p75-dependent DNA integration; TR-FRET IN-LEDGF/p75 DNA integration, Eu/Cy5; inhibition, % at 3.7 µM; 370,000 compounds, 0.64% hits;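 active = inhibition above the screen-wide mean plus 3 SD, cut at about 13% in these data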;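 also: signal is the Cy5 over europium emission ratio at 671 and 618 nm; 0% = plate median of compound wells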
PLCg1 inh: inhibitors of human phospholipase C gamma1; P19174; purified PLC-gamma1, fluorogenic substrate, fluorescence; inhibition, % at 12.2 µM; 370,000 compounds, 0.84% hits; AID 720700; in the data active = inhibition above about 9.5%
ADAM17 inh: ADAM17 inhibition, QFRET primary screen. P78536. recombinant ADAM17, EDANS/DABCYL FRET peptide cleavage. inhibition, % at 6.95 µM. 370,000 compounds, 0.83% hits. AID 720648;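 active = inhibition above the mean of compounds lying between control limits plus 3 SD, set per campaign, cut at about 8.5% in these data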;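 also: 0% = DMSO-only wells as the low control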
Target sequence (P78536 215-824 limits assumed): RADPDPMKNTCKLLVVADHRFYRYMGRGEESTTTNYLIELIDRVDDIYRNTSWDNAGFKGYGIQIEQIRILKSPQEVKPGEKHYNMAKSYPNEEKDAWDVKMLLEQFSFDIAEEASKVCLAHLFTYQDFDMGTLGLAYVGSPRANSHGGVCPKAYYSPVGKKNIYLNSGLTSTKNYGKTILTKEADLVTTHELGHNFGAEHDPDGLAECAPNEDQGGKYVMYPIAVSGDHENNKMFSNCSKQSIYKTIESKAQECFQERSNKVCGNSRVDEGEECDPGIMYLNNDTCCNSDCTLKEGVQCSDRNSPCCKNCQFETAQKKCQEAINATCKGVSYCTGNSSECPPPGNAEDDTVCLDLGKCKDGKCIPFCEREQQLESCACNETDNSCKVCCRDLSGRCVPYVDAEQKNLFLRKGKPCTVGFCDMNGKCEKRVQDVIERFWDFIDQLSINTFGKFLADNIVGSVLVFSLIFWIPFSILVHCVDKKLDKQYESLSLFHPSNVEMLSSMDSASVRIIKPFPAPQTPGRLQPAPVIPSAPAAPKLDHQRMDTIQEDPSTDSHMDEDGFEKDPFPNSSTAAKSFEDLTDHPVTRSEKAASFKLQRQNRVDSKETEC
ARFGAP1 inhibitor: rat ARFGAP1 inhibition; Q62848; Arfgap1-stimulated ARF1 GTP hydrolysis, GDP FP detection; inhibition, % at 16.5 µM; 360,000 compounds, 0.26% hits;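 active = inhibition above a per-plate limit, mean inhibition of low control wells plus 3 SD, cut at about 25% in these data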;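 also: 0% = DMSO wells with enzyme and 100% = wells lacking Arfgap1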
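Material: truncated rat Arfgap1 GAP domain; Incubation: compound-enzyme preincubation 20 min, reaction 120 min, detection 60 min, 25 °C; Read-out: percent inhibition of Arfgap1-stimulated GTP hydrolysis; Technique: FP, GDP Alexa 633 tracer displaced from anti-GDP antibody, 620/688 nm; Controls: No-Arfgap1 wells (100%) versus DMSO full-reaction wells (0%); Replication: single well per compound.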
ASAP1 inh: ASAP1 ArfGAP inhibition | ASAP1-stimulated ARF1 GTP hydrolysis, GDP FP detection | inhibition, % at 16.5 µM | AID 624377 | 360,000 compounds, 0.19% hits; in the data active = inhibition above about 25%;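 also: 0% = vehicle with enzyme and substrate and 100% = no enzyme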
Target sequence (Q9ULH1 325-724 limits assumed): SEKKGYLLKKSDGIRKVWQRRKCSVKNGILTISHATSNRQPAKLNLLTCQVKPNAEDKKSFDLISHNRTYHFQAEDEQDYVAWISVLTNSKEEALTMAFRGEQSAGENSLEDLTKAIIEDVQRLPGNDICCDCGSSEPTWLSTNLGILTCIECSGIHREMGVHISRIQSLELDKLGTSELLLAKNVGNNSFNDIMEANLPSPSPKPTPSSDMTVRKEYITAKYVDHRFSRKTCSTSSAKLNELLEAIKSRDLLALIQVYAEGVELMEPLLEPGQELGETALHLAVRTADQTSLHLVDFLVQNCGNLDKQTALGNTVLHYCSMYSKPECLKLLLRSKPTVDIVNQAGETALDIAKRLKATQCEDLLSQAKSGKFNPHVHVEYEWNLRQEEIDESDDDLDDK
ADAM10 inh: inhibitors of human ADAM10; 370,000 compounds, 0.62% hits; inhibition, % at 7 µM; O14672; recombinant ADAM10, EDANS/DABCYL FRET peptide cleavage, 3 h;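 active = inhibition above a per-campaign cutoff equal to the mean of compounds falling between control-based bounds plus 3 SD, cut at about 20% in these data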;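 also: 0% = DMSO wells while the 100% control is not disclosed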
Tn7 DDE FP: inhibitors of Tn7 peptide binding to human fibrin DD(E); FP displacement of FITC-Tn7 peptide from fibrin DD(E); 0% = median of compound wells per plate; inhibition, % at 8.3 µM; 370,000 compounds, 0.13% hits;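 active = inhibition above the mean of compounds falling within the control limits plus 3 SD of them, cut at about 14% in these data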;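 also: 0% = plate median of compound wells and 100% = 10 µM Aha-Tn7 peptide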
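Assay system: human fibrin DD(E) protein / Input: 2 µM fibrin DD(E) / Benchmarks: high control of 10 µM Aha-Tn7 peptide / Measured by: fluorescence polarization of the labelled Tn7 tracer / Medium: Tris buffer with calcium and detergent, pH 7.8 / Timing: 10 min compound pre-incubation, 3 h probe incubation at room temperature / Repeats: one replicate per compound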
DDE Tn6 FP inh: inhibitors of Tn6 peptide binding to human fibrin DD(E) | AID 720509 | inhibition, % at 8.3 µM | 370,000 compounds, 0.21% hits | P02675 | Fibrin DD(E) TRITC-Tn6 fluorescence polarization displacement;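 active = inhibition above a per-campaign cutoff: mean of compounds within control limits plus 3 SD, cut at about 15% in these data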;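 also: 0% = median of all compound wells on the plate and 100% = blocking peptide control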
* hit, by the source's call; i = inactive.

Results follow in this order: TDP2 absorb	KLK7 zymogen act	LEDGF integ inh	PLCg1 inh	ADAM17 inh	ARFGAP1 inhibitor	ASAP1 inh	ADAM10 inh	Tn7 DDE FP	DDE Tn6 FP inh
CCCOc1ccc(F)cc1-c1cc(C(=O)Nc2ccc(OC)cc2OC)[nH]n1
 : 1	-0.2	-1	2	-1	5	1	-7	6	-9
COC(=O)/C=C1\NCCNC1=O
 : 1	0.7	2	-10	-9	17	2	-8	0	-2
O=C(CCNC(=O)Cn1cnc2ccccc2c1=O)NCC1COc2ccccc2O1 (configuration not stated)
 : 1	-0.7	0	0	-3	5	-13	0	-5	-4
COc1ccc(-n2c(Cc3cccn3C)nnc2SCC(=O)Nc2cccc(C)c2C)cc1
 : -2	0.4	1	-1	-3	4	-5	-6	-2	-5
O=C(CSc1nnnn1-c1ccccc1)NC(=O)Nc1ccc2c(c1)OCCO2
 : -4	-0.1	-2	0	-2	1	13	0	-2	5
CCn1c(COc2ccc(C)cc2)nnc1SCC(=O)Nc1ccc(S(N)(=O)=O)cc1
 : 8	-0.1	0	2	0	-7	0	-4	-7	0
N/C(Cc1ccc([N+](=O)[O-])cc1)=N\OC(=O)COc1ccccc1Cl
 : -7	-0.2	3	6	5	-4	-4	12	-2	-4
CCOC(=O)c1cc(C)sc1NC(=O)CSc1nnnn1C
 : -18	0.1	-1	4	0	-1	3	6	0	4
CCOC(=O)C1CCN(c2ncnc3c(C)csc23)CC1
 : 10	0.1	4	3	-1	-2	4	2	-5	3
CC(C)[C@H](NC(=O)C1CC1)C(=O)N1CCC[C@H]1C(=O)NCc1ccccc1
 : 5	-0.1	0	0	-3	-4	-2	1	6	-3
COC(=O)c1cccc(Oc2cccc(Cl)n2)c1
 : -1	0.6	-3	-1	-6	0	0	-6	8	-3
Cn1cccc1C(=O)NNC(=O)c1ccccc1Br
 : 10	-0.4	1	-3	-2	7	6	3	-3	0
O=C(COc1ccc2ccccc2c1)N1CCNCC1
 : -12	-0.1	-1	1	-8	21	9	3	-1	-7
COc1ccc(N2CCN(C(=O)CSc3ncnc4c3cnn4-c3ccc(OC)cc3)CC2)cc1
 : 6	1.2	-1	0	-1	-1	6	5	2	14
COc1ccccc1NC(=O)Nc1nc(CC(=O)Nc2ccc(F)c(F)c2)cs1
 : 1	0.4	0	1	-1	6	17	2	1	-4
O=C(CCC1CCCCC1)NNC(=O)NC12CC3CC(CC(C3)C1)C2
 : -2	0.1	-2	2	0	6	-16	-4	6	3
COc1ccc(C(=O)NC2CC2)cc1OC1CCN(Cc2cc(C)cc(C)c2)CC1
 : 10	0.1	-1	-2	-2	4	-1	5	2	-7
O=C(O)CCn1cc(/C=C2\SC(=S)NC2=O)c(-c2ccccc2)n1
 : 6	-0.1	1	1	0	-6	-8	-2	-1	-2
Cc1ccc(CNc2ncnc3ccc(-c4ccoc4C)cc23)o1
 : 13	8.3	11	-161	-88	-6	12	-312	2	-8
N#Cc1c(NC(=O)CCCC(=O)O)sc2c1CCCCC2
 : 13	-0.4	2	-6	-6	-5	4	-9	2	-2
CCOC(=O)C1CCCN(C(=O)c2ccc(OC)cc2)CC1 (configuration not stated)
 : -7	0.0	6	0	-2	-3	7	-13	-1	7
Cc1cc2c(c(=O)n1Cc1cccnc1)C(Cc1ccccc1)C(C#N)=C(N)O2 (configuration not stated)
 : 4	-6.5	0	-12	-28	-16	-3	-93	2	-3
CCN(CC)C(=O)COc1ccc2c(c1)C(=O)CC(C)(C)O2
 : 14	47*	2	i	-352	13	7	i	-3	-3
COc1cc(C(=O)Nc2ccc3c(c2)Cc2ccccc2-3)cc(OC)c1OC
 : 1	0.2	4	4	0	3	19	-2	-3	7
COc1cccc(-c2cnc3c(c2)C(=O)N([C@H](C)CO)C[C@@H](C)[C@H](CN(C)C(=O)Nc2ccccc2F)O3)c1
 : -3	0.3	-2	-1	-1	-4	4	-21	3	-12
O=C(/C=C/c1ccc([N+](=O)[O-])cc1)NCc1ccco1
 : -1	-0.1	8	5	1	8	-2	1	-1	-2
O=C(Nc1cccc(NC(=O)c2cccs2)c1)c1cccnc1
 : 5	-0.3	0	-2	-4	-3	-5	3	7	6
COC(=O)c1cccc2c(C(=O)O)cc(-c3ccccc3)nc12
 : 8	0.1	-2	2	-3	-11	-1	-5	-5	-1
COc1ccc(C)cc1Cn1c(S(C)(=O)=O)nc2ccccc21
 : 8	0.0	-2	0	-5	-3	9	-2	1	-6
Nc1ccc(CCS(N)(=O)=O)cc1
 : -7	-0.4	3	5	2	-4	4	4	-4	4
O=C(O)COCC(=O)Nc1ccc(-n2cnnn2)cc1
 : -6	0.3	-8	-1	-3	0	-2	-18	2	0
O=C(Cc1ccc(Cl)cc1)Nc1ccc(N2CCN(C(=O)c3ccco3)CC2)c(Cl)c1
 : 1	-0.1	0	2	6	2	9	15	4	-5
CC(=O)OC1C(OC(C)=O)C2C(C)CC3OC(=O)C(C)C3CC2(C)C1OC(C)=O (configuration not stated)
 : 3	0.7	4	8	1	13	5	9	1	0
O=C1CN(S(=O)(=O)c2ccc(Cl)cc2)c2ccccc2N1
 : -2	2.1	7	4	-4	5	-16	1	3	-1
COc1ccc(C(=O)NCCCNC(=O)c2ccccn2)cc1Br
 : -3	0.1	1	1	0	-5	9	-15	5	2
CCN(CC(=O)Nc1ccc2c(c1)OCCO2)C(=O)COc1cc(C)ccc1Cl
 : -16	0.2	-3	12*	0	14	-5	-4	0	-2
CC(C)n1cc(-c2ccc(Cl)cc2)cc(C#N)c1=O
 : 6	-0.1	-1	-5	-14	-1	5	-28	10	-1
CC(C)(C)c1ccc(C(=O)N2CCC(=O)N(C(COCc3ccccc3)Cc3ccccc3)CC2)cc1 (configuration not stated)
 : -15	-0.1	0	2	6	-3	11	12	4	0
COc1ccc(NC(=O)CC2CCCC2)cc1S(=O)(=O)N1CCCCC1
 : 0	0.3	0	1	3	11	-9	2	-1	7
O=C(NNS(=O)(=O)c1ccccc1Cl)c1nn(-c2ccc(F)cc2)ccc1=O
 : -14	0.2	4	4	0	-1	15	-2	-9	-9
COc1ccc(-c2oc3ccc(-c4ccc5c(c4)OCO5)cc3c2-c2ccc(OC)nc2)cc1
 : 5	-0.8	-2	-1	-3	4	-1	-10	0	-3
C=CCn1c(SCC(=O)Nc2ccc(F)cc2)nc2cc(C(=O)O)ccc2c1=O
 : 0	-0.5	-4	0	0	-12	10	-9	2	14
COc1cc(C(=O)NNC(=O)c2ccc(NC(C)=O)cc2)cc(OC)c1OC
 : 3	-0.6	-1	-1	-1	4	11	-2	-1	-1
Cc1cc(C)nc(N(C#N)Cc2cccc3ccccc23)n1
 : -1	-0.1	-1	-3	-2	-7	13	-1	0	5
CS(=O)(=O)N1CCC(Oc2ccccc2C(=O)N2CCNC(=O)C2)CC1
 : -11	-0.4	4	4	4	5	-2	3	0	1
O=C(CN1CCN(Cc2ccc3c(c2)OCO3)CC1)Nc1ccc2[nH]c(=O)[nH]c2c1
 : -2	-0.2	-4	-5	-5	8	4	-15	6	-2
O=C(Nc1ccc2c(c1)OCCO2)C1c2ccccc2C(=O)N2CCc3ccccc3C12 (configuration not stated)
 : 3	0.1	-3	0	1	6	3	-5	-2	5
COc1ccc(C(=O)NCCCN2CCOCC2)cc1S(=O)(=O)N1CCCc2ccccc21
 : -5	-0.6	0	1	-1	3	1	9	-4	0
CC[n+]1c(/C=C2\C=C(C)CC(C)(C)C2)sc2ccccc21
 : -1	0.0	2	-2	0	15	4	-1	-7	4
CCC(C)(C)NC(=O)C(c1ccc(OC)cc1)N(C(=O)CCC(=O)Nc1cc(C)on1)c1cccc(F)c1 (configuration not stated)
 : -9	0.4	1	5	0	-3	1	1	3	1
Cc1noc(NS(=O)(=O)c2ccc(NC(=O)c3nn(-c4ccc(F)cc4)ccc3=O)cc2)c1C
 : -5	0.4	1	4	-2	16	6	-2	-4	-14
CN(C(=O)CC(NC(=O)c1ccccc1)(c1ccccc1)c1ccccc1)c1ccccc1
 : -5	0.8	-3	3	3	1	24	8	-11	-14
CC(C)CC1Nc2ccc(C(=O)NCCCN3CCOCC3)cc2NC1=O (configuration not stated)
 : 6	1.0	0	-14	-40	-3	6	-130	-2	1
O=C(c1cccc2ccccc12)N1CCN=C1SCc1ccc([N+](=O)[O-])cc1
 : -3	0.2	0	2	-2	11	-11	1	7	2
O=S(=O)(Nc1cccc(-c2cn3cccnc3n2)c1)c1ccc(F)cc1
 : 1	58*	2	-311	-406	5	6	i	-2	2
O=c1[nH]c2ccccc2c2oc(CCl)nc12
 : 3	-0.6	-4	-5	-5	11	2	-7	3	0
CCc1ccc(N2C(=O)CN(Cc3cc(OC)c(OC)c(OC)c3)C2=S)cc1
 : -2	-0.2	-4	-3	-2	-8	0	-2	3	2
Cc1ccc(S(=O)(=O)/N=C(/c2ccc(F)cc2)N2CCOCC2)cc1
 : 1	0.2	-4	-1	-6	-7	-1	-8	2	-7
COc1cccc(CNC(=O)C2CCN(S(=O)(=O)c3ccc4c(c3)OCCO4)CC2)c1
 : 6	-0.5	-4	6	-2	-2	10	-7	-2	1
O=C(NNC(=O)c1cccnc1)Nc1cccc2ccccc12
 : -3	-2.3	-2	-15	-12	3	2	-17	0	-1

Later entries:
Results follow in this order: TDP2 absorb	KLK7 zymogen act	LEDGF integ inh	PLCg1 inh	ADAM17 inh	ARFGAP1 inhibitor	ASAP1 inh	ADAM10 inh	Tn7 DDE FP	DDE Tn6 FP inh
CC1(C(=O)NS(=O)(=O)c2cccc(F)c2)CCN1C(=O)CC1CCCCC1 (configuration not stated)
 : 4	0.0	1	1	2	-4	-5	6	4	-3
CN(C)C=NC(=O)c1cc(C(=O)c2ccccc2Cl)c[nH]1
 : 1	0.7	2	2	-4	9	8	-5	8	1
COC(=O)c1sc2ncccc2c1OCc1ccccc1Cl
 : -13	0.2	6	7	2	-12	-4	3	2	-5
COc1ccc(CN(C)C(=O)c2cccc(Oc3ccccc3)c2)c(OC)c1OC
 : 2	0.5	-2	0	1	5	4	2	-2	10
COc1ccc(NC(=O)CN(C)CC(=O)Nc2sc3c(c2C(N)=O)CCC3)cc1
 : 10	-0.6	0	-12	-2	5	-2	-13	3	-2
Cc1csc(NC(=O)C2CCN(S(=O)(=O)c3ccc4c(c3)oc(=O)n4C)CC2)n1
 : -8	0.5	5	2	2	13	2	5	-3	-1

Screens deposited in PubChem BioAssay by The Scripps Research Institute Molecular Screening Center.

Rows are unselected; any-hit rate near 4.2%.
